Screening results (PubChem)
RMI FANCM FP: disruptors of RMI1/RMI2 association with MM2 peptide – biochemical, fluorescence polarization, human, primary screen. FP signal (polarization) at 33 µM. RMI core complex (RMI1/RMI2) binding to FANCM MM2 peptide, human. AID 1159607, 2016. RMI core complex with F-MM2 peptide; hits give low values. 70,000 compounds, 0.58% hits; in the data active = FP signal below about 40; note: inactives centre near 61; strong numbers were not always called active; unit not given here
* = called active by the depositor; & = joins results of further samples. A portion of the library, so the mix of outcomes need not match the whole.

structure | RMI FANCM FP
Cn1cnc([N+](=O)[O-])c1NCc1ccc2c(c1)OCO2 | 54
C=CCN1C(=O)/C(=C\N(C)C)SC1=NS(=O)(=O)c1cccs1 | 63
Cc1ccccc1C(=O)Nc1cccc(N2CCCC2=O)c1 | 65
CN(C)CCNc1cc(-c2ccc3ccccc3c2)nc2ccccc12 | 84
CC(=O)c1ccc(C(=O)Nc2nc3c(s2)COc2ccccc2-3)cc1 | 59
CN(C)/C=C/C(=O)c1ccc([N+](=O)[O-])cc1Cl | 53
COc1ccc(Cl)cc1NC(=O)CCCn1nc(-c2ccc(F)cc2)ccc1=O | 71
COc1ccccc1-c1ccc(N2CCC(C(=O)Nc3ccc(C(N)=O)cc3)CC2)nn1 | 75
COc1cccc(CSc2nc(CC(=O)Nc3ccc(F)c(Cl)c3)cc(=O)[nH]2)c1 | 58
CC(C)(C)C(=O)O/N=C(\N)c1ccc([N+](=O)[O-])s1 | 49
CCCS(=O)(=O)N1CCCC(c2nnc(C)s2)C1 (stereo not given) | 62
CCOC(=O)N1CCN(C(=O)CSc2nnc3[nH]c(=O)c(C)c(C)n23)CC1 | 54
O=C(CSc1nnc(NC(=O)Cc2cccs2)s1)NCc1ccccc1Cl | 55
CNC(=O)c1ccsc1NC(=O)C1CCCN(S(C)(=O)=O)C1 (stereo not given) | 66
CC(C)c1ccc(NC(=O)CCCOc2ccc(Cl)cc2)cc1 | 71
COc1ccc(OC)c(NC(=O)/C=C/c2ccc(N3CCC(c4ccccc4OC)CC3)c([N+](=O)[O-])c2)c1 | 55
Cc1nc2sccn2c(=O)c1CCN1CCC(=C(c2ccc(F)cc2)c2ccc(F)cc2)CC1 | 66&59
CNC(=O)[C@H]1O[C@@H](n2cnc3c(N)ncnc32)C(O)[C@H]1O (stereo not given in full) | 64
Cn1c(=O)n(Cc2cccc3ccccc23)c(=O)c2c(N3CCN(C(=O)C4CC4)CC3)ccnc21 | 85
CNC(=O)c1c(NC(=O)c2ccc(N3C(=O)CCC3=O)cc2)sc2c1CCC(C)C2 (stereo not given) | 72
Cc1onc(-c2c(Cl)cccc2Cl)c1NC(=O)N1CCc2sccc2C1C (stereo not given) | 56
O=C1c2cccc3cccc(c23)C(=O)N1Cc1nnc(SC/C=C/c2ccccc2)n1-c1ccccc1 | 55
Cc1nc2scc(-c3cccs3)c2c(=O)n1-n1cccc1 | 60
COc1cccc(CNC(=O)CSc2ccc(NC(=O)c3cccs3)nn2)c1 | 67
Cc1ccc2sc(NCCCN(C)C)nc2c1C | 75
Cc1cc(Cl)cc2sc(N(CCN3CCOCC3)C(=O)c3ccc(C#N)cc3)nc12 | 66
Cn1c(=O)c2[nH]c(-c3ccc(S(=O)(=O)O)cc3)nc2n(C)c1=O | 59
CCCOc1ccc(S(=O)(=O)Nc2ccc3c(c2)CCC(=O)N3)cc1C | 65
NC(=O)c1ccc(NC(=O)Cc2csc(Nc3ccccc3)n2)cc1 | 65
O=c1/c(=C/c2cccc(Cl)c2)c2cccc3cccc1c32 | 65

Continued, starting with the last six of the part before.
structure | RMI FANCM FP
Cc1ccc2sc(NCCCN(C)C)nc2c1C | 75
Cc1cc(Cl)cc2sc(N(CCN3CCOCC3)C(=O)c3ccc(C#N)cc3)nc12 | 66
Cn1c(=O)c2[nH]c(-c3ccc(S(=O)(=O)O)cc3)nc2n(C)c1=O | 59
CCCOc1ccc(S(=O)(=O)Nc2ccc3c(c2)CCC(=O)N3)cc1C | 65
NC(=O)c1ccc(NC(=O)Cc2csc(Nc3ccccc3)n2)cc1 | 65
O=c1/c(=C/c2cccc(Cl)c2)c2cccc3cccc1c32 | 65
N#C/C(=C/c1ccc(F)cc1)c1nnc2n1CCCCC2 | 65
O=C(CSc1ccc(-c2cccnc2)nn1)Nc1cccc([N+](=O)[O-])c1 | 58
O=C(COc1ccc2ccccc2c1)NCc1ccsc1 | 71
C=CCn1c(SCC(=O)c2ccc3c(c2)OCO3)nc2scc(-c3ccco3)c2c1=O | 120
Cc1ccc2[nH]c3c(=O)n(CCC(=O)N4CCN(Cc5ccccc5)CC4)cnc3c2c1 | 62
O=C(Cc1cccs1)NCc1ccc(-c2ccc(F)cc2F)o1 | 57
O=C(Nc1nnc(-c2ccc(F)cc2)o1)c1cc([N+](=O)[O-])ccc1Cl | 63
COC(=O)CNC(=O)CSC(C)C | 54
CNc1nn(CC(=O)Nc2c(C)cc(C)cc2C)c(N)c1-c1nc(-c2cccc(Cl)c2)no1 | 67
COc1ccc(OC)c(Nc2nc(CC(N)=O)cs2)c1 | 62
Cc1cc(NC(=O)c2ccno2)n(-c2nc3c(F)cccc3s2)n1 | 71
CN1CCc2cc(C(CNC(=O)C(=O)Nc3ccon3)N(C)C)ccc21 (stereo not given) | 67
Cc1nc(SCc2cccc(Cl)c2)[nH]c(=O)c1CC(=O)O | 67
CCn1c(SCC(=O)Nc2nc3ccccc3s2)nnc1-c1cccn(C)c1=O | 63
Cc1nc(CS(=O)(=O)c2ccccn2)sc1C(=O)NN | 54
COc1ccc(C(=O)CSc2nccn(-c3cccc4ccccc34)c2=O)cc1 | 118
C=C[C@@]1(C)CC(=O)[C@@]2(O)[C@](C)(O1)[C@@H](OC(C)=O)[C@@H](O)C1C(C)(C)CC[C@H](O)[C@@]12C (stereo not given in full) | 55
COc1ccc2nc(-c3ccc(C)c(NC(=O)c4c(F)cccc4F)c3)cn2n1 | 100
O=C(/C=C\c1ccccc1)NCCS(=O)(=O)N1CCN(c2ccccn2)CC1 | 69
O=[N+]([O-])c1cc2c(c([N+](=O)[O-])c1)Nc1cc(Cl)ccc1O2 | 53
O=C(O)c1cccnc1-c1nc2ccccc2s1 | 59
C=CCN1C(=O)C(C)(C)COc2ccc(NS(=O)(=O)c3ccc(CCC)cc3)cc21 | 68
CCOC(=O)c1ccc(N=Cc2ccccn2)cc1 | 51
COc1ccccc1CNC(=O)CSc1nc(=O)n(Cc2cccnc2)c2c1CCC2 | 55
O=C(CSc1nnc(-c2cccnc2)o1)NCc1ccco1 | 56
O=C(c1cc2ccccc2oc1=O)N1CCN(c2ccc(-c3ccc(F)cc3)nn2)CC1 | 72
COc1ccc(N2CC(NC(=O)Cc3ccc(OC)c(OC)c3)CC2=O)cc1 (stereo not given) | 55
C=CCNC(=O)C(=O)Nc1cc(C)nc2ccccc12 | 56
O=C(c1cc(Cl)sc1Cl)N(CCn1cccn1)c1nc2c(F)cccc2s1 | 61
COc1ccc(CC(=O)NCCN2CCN(c3ccccc3OC)CC2)cc1 | 63

A draw from above in order of SMILES length, rising.
structure | RMI FANCM FP
O=C(CSc1nnc(-c2cccnc2)o1)NCc1ccco1 | 56
Cc1cc(NC(=O)c2ccno2)n(-c2nc3c(F)cccc3s2)n1 | 71
Cc1ccc2[nH]c3c(=O)n(CCC(=O)N4CCN(Cc5ccccc5)CC4)cnc3c2c1 | 62

Further structures follow.
structure | RMI FANCM FP
O=c1oc2cc(S(=O)(=O)N3CCN(c4ccccn4)CC3)ccc2c2ccc(S(=O)(=O)N3CCN(c4ccccn4)CC3)cc12 | 62
Cc1ccc(NC(=O)CSc2nnc(NC(=O)Cc3cccs3)s2)c(C)c1 | 56
Cc1nnc(Nc2ccc(Cl)c(C(F)(F)F)c2)c2ccccc12 | 71
CCOC(=O)c1sc(=Nc2ccccc2)n(-c2ccccc2)c1C | 61
O=C(O)CC(CC(=O)Nc1cc(Cl)cc(Cl)c1)c1ccc(Cl)cc1Cl (stereo not given) | 57
CC(=O)c1cccc(NC(=O)/C=C/c2ccc([N+](=O)[O-])s2)c1 | 54
O=C(Nc1ccccc1-c1nc2ccccc2[nH]1)C1CCN(S(=O)(=O)c2ccc(Cl)s2)CC1 | 57
O=C(Nc1nnc(Cc2cccs2)o1)c1ccc(S(=O)(=O)N2CCOCC2)cc1 | 71
CCc1ccccc1N1CC(c2nc3ccccc3[nH]2)CC1=O (stereo not given) | 63
Cc1cc2ncn(C(=O)N3CCC(C)CC3)c2cc1C | 63
Cn1c(SCC(=O)NCCc2ccccc2)nc2c(-c3ccccc3)c[nH]c2c1=O | 102
O=C(Nc1ccncc1)c1ccc(F)cc1 | 62
COc1ccc(OC)c(NC(=O)CSc2ncc(-c3cccc(Br)c3)o2)c1 | 87
Cc1c(C(=O)NCc2nnc(SCC(=O)N3CCCC3)o2)cccc1[N+](=O)[O-] | 58
COC(=O)c1c(C)oc(C)c1S(=O)(=O)NN(C)c1ccc([N+](=O)[O-])cn1 | 54
CCOC(=O)c1cnn(-c2c([N+](=O)[O-])c(C)nn2C)c1N | 55
COc1cc(-c2nnc(NC(=O)CCS(=O)(=O)c3ccccc3)o2)cc(OC)c1OC | 56
Cc1ccc(CC(=S)N2CCOCC2)cn1 | 53
CCc1nnc(NC(=O)CSc2nc(C3CCCC3)nc3c2c(=O)n(C)c(=O)n3C)s1 | 57
CCN1C(=O)Cc2cc(NC(=O)c3cccc(C)c3)ccc21 | 57
Cc1cccc(S(=O)(=O)NC(C(=O)O)C(C)C)c1 (stereo not given) | 73
O=C(NCCc1ccncc1)NC(=O)c1c(Cl)cccc1Cl | 52
COC(=O)c1ccc(NC(=O)CSc2nc3c(sc(=S)n3-c3ccccc3)c(=O)[nH]2)cc1 | 61
CCCCc1ccc(-n2nnc(C(=O)Nc3ccccc3)c2C)cc1 | 80
COc1cccc(S(=O)(=O)NCc2ccc(C(=O)Nc3ccc(Br)cc3F)cc2)c1 | 99
Cc1ccccc1Cn1cc(SCC(=O)Nc2ccc([N+](=O)[O-])cc2)c2ccccc21 | 69
CCOc1ccc(NC(=S)NC(C)(C)C)cc1 | 56
CC(C)CCN1C(=O)C(C)(C)COc2ccc(NS(=O)(=O)c3ccc(F)cc3)cc21 | 65
CC(C)COC(=O)c1c(N)n(-c2ccc(S(N)(=O)=O)cc2)c2nc3ccccc3nc12 | 62
O=c1[nH]c2sc3c(c2c(=O)n1-c1ccccc1)CCCC3 | 56

4 entries from above, field by field:
C=CCN1C(=O)C(C)(C)COc2ccc(NS(=O)(=O)c3ccc(CCC)cc3)cc21
  RMI FANCM FP: 68

CCOC(=O)c1ccc(N=Cc2ccccn2)cc1
  RMI FANCM FP: 51

COc1ccccc1CNC(=O)CSc1nc(=O)n(Cc2cccnc2)c2c1CCC2
  RMI FANCM FP: 55

O=C(CSc1nnc(-c2cccnc2)o1)NCc1ccco1
  RMI FANCM FP: 56

Following part
structure | RMI FANCM FP
COc1ccc(Br)c(-c2nc(CS(=O)(=O)c3ccsc3)no2)c1 | 50
S=C(Nc1ccc2c(c1)OCCO2)Nc1ccccc1N1CCOCC1 | 59
Cc1cc(C(=O)Nc2cc(-n3c(C)nc4ccccc4c3=O)ccc2F)ccc1[N+](=O)[O-] | 54
COc1ccc(Cl)cc1S(=O)(=O)Cc1nc(-c2cccc(C)c2)no1 | 81
O=C(CSc1ncc(-c2ccccc2)[nH]1)NCc1ccccc1 | 55
CC(OC(=O)c1ccc(S(=O)(=O)N2CCCC2)cc1)c1nc2ccccc2s1 (stereo not given) | 61
O=C(c1cc(C(F)(F)F)cc(C(F)(F)F)c1)N1CCc2cc([N+](=O)[O-])ccc21 | 61
O=C(c1cccs1)N1CCN(c2cccc3[nH]ccc23)CC1 | 56
COc1ccc(-c2ccc(=O)n(CCCNC(=O)Nc3ccc(F)cc3)n2)cc1 | 58
CC(=O)N1c2ccccc2C=Cc2ccccc21 | 61
Cc1ccc(-c2cc(Cc3ccc(OCc4ccccc4)cc3)c(=O)[nH]n2)cc1 | 92
Cc1ccc(S(=O)(=O)N2CCN(c3ccc(-c4ccco4)nn3)CC2)s1 | 80
COc1ccc2nc(-c3ccc(OC)c(NS(=O)(=O)c4cc(C)cc(C)c4)c3)cn2n1 | 75
COc1ccc2nc(-n3nc(C)cc3NC(=O)C3CC3)sc2c1 | 63
COc1ccc(CCNC(=O)CSc2nnc3n2CCN3c2ccccc2)cc1OC | 56
Cn1c(=O)c([N+](=O)[O-])c(N2CCN(c3ccc(F)cc3)CC2)c2ccccc21 | 58
Cc1nn(-c2ccccc2)cc1/C=N/NC(=O)c1cccs1 | 56
CSc1ccc(-c2noc(Cn3nc(-c4ccccc4F)ccc3=O)n2)cc1 | 111

Ordered by the number under RMI FANCM FP (rising): some entries from above
structure | RMI FANCM FP
Cc1cc(C(=O)Nc2cc(-n3c(C)nc4ccccc4c3=O)ccc2F)ccc1[N+](=O)[O-] | 54
O=C(c1cccs1)N1CCN(c2cccc3[nH]ccc23)CC1 | 56
CC(OC(=O)c1ccc(S(=O)(=O)N2CCCC2)cc1)c1nc2ccccc2s1 (stereo not given) | 61
COc1ccc2nc(-c3ccc(OC)c(NS(=O)(=O)c4cc(C)cc(C)c4)c3)cn2n1 | 75
CSc1ccc(-c2noc(Cn3nc(-c4ccccc4F)ccc3=O)n2)cc1 | 111
